Assay outcomes from PubChem BioAssay.
HTR5A inv ctr: HTR5A inverse agonists in luminescence cell assay, primary screen, counter-screen for OPRM1-OPRD1 heterodimer inverse agonist project, full-deck HTS; 340,000 compounds, 0.083% hits; HTR5A cell line, inverse agonism; inhibition, % at 9.3 µM; 5-hydroxytryptamine receptor 5A (Homo sapiens), P47898; AID 504634, 2011; in the data active = inhibition mostly above about 23%, no sharp cut-off; inactive = mostly below about 18%;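 also: 0% = cells with DMSO and 100% = no-cell wells with DMSO; some compounds called inactive have numbers as strong as hits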
PKA-R1A activ: activators of PKA-R1A holoenzyme, primary screen, biochemical, fluorescence polarization, Cy5-IP20, bovine R1A, mouse PKAc | 340,000 compounds, 0.083% hits | cAMP-dependent protein kinase type I-alpha regulatory subunit (Bos taurus) + … | PKA-R1A dissociation; scaled: DMSO 0%, 113 µM cGMP 100% | activation, % at 11.4 µM;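 active = percent activation above the mean of all tested compounds plus 3 SD, cut at about 19% in these data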;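 also: higher means more PKAc released from R1A so a rise in polarization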
E coli growth: E. coli V3065 growth inhibition, primary screen, counter-screen for AddAB inhibitor project, absorbance, OD600; 330,000 compounds, 0.27% hits; 18 h; inhibition, % at 11.9 µM;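 active = inhibition above the campaign's mean inhibition across all tested compounds plus 3 SD, cut at about 9.9% in these data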;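 also: uninfected addAB+ strain grown without phage in ampicillin broth; 0% = DMSO wells and 100% = ciprofloxacin 0.95 µg/ml wells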
Mot1-301 SUMO: yeast Mot1-301 growth rescue at high temperature, primary screen, SUMOylation pathway inhibitor project, S. cerevisiae, ATP luminescence, 38.5C | AID 2716, 2010 | growth rescue, % at 18.8 µM | 320,000 compounds, 1% hits | S. cerevisiae Mot1-301 growth rescue; percent above DMSO median, 100 means doubled;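 active = every valid replicate shows activation above 250% relative to neutral control wells; inactive = the rest, any valid replicate at or below 250%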;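 also: OY570 slx delta 5 strain wells were the positive control but not used for scaling; some compounds called inactive have numbers as strong as hits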
Tat transport: E. coli Tat export inhibitors, primary screen, MC4100, TorA-mCherry reporter, fluorescence, single point. AID 488895, 2010. 340,000 compounds, 0.036% hits. inhibition, % at 10 µM;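 active = mean replicate inhibition at least 50% and at least half of replicates individually reaching 50%; inconclusive = only one of the two criteria met; inactive = neither criterion met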;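 also: exported cargo escapes ClpAP degradation while cytoplasmic cargo is degraded and loses fluorescence; 0% = median of neutral control wells and 100% = median of NaSCN control wells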
AddAB inh: growth inhibition of E. coli expressing H. pylori AddAB, primary screen, AddAB inhibitor project, absorbance; inhibition, % at 11.9 µM; 330,000 compounds, 0.29% hits; AID 435030, 2010; in the data active = inhibition above about 12%;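 also: 0% = vehicle wells of infected cells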
MOR-DOR ag: agonists of OPRM1-OPRD1 heterodimerization, primary screen, cell-based, luminescence | AID 504326, 2011 | 340,000 compounds, 0.3% hits | cells | Mu-type opioid receptor (Homo sapiens) + Delta-type opioid receptor (Homo sapiens), … | activation, % at 9.3 µM; in the data active = activation above about 18%;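 also: 0% = vehicle-treated cells and 100% = reference agonist; values of inactives mirror those of a sister screen read the other way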
Target sequence (P35372 whole entry, looked up): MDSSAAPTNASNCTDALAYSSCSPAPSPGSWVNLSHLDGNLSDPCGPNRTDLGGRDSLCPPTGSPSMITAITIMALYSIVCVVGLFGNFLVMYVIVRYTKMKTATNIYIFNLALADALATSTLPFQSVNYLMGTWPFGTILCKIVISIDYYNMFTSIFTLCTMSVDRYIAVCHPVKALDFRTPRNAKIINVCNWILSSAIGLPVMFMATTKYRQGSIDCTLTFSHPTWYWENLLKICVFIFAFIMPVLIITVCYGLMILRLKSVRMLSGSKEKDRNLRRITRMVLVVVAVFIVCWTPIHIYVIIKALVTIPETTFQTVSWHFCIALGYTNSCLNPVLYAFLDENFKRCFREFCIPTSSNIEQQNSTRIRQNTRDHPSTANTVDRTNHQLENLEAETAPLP
Target sequence (P41143 whole entry, looked up): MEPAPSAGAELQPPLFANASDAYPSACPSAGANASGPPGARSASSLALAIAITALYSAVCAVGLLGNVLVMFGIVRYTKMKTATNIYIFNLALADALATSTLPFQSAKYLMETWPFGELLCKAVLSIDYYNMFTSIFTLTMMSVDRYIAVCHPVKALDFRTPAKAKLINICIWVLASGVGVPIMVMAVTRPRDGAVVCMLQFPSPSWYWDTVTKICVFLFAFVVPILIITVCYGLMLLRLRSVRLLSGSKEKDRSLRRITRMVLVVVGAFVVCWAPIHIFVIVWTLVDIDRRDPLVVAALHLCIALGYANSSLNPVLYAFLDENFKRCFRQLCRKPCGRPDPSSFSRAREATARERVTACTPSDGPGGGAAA
PKA-R2B act: activators of PKA-R2B holoenzyme, primary screen, biochemical, fluorescence polarization, Cy5-IP20, human; PKA-R2B holoenzyme dissociation; R2B truncated from residue 108, S112A mutant; 0% DMSO only, 100% 113 µM cGMP; 340,000 compounds, 0.079% hits; cAMP-dependent protein kinase catalytic subunit beta (Homo sapiens) + cAMP-dependent …; activation, % at 11.4 µM;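 active = activation above a cutoff set at the mean over all compounds plus 3 SD, cut at about 18% in these data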;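 also: higher means more holoenzyme dissociation and a rise in polarization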
PfHsp90 set2: growth inhibition of PfHsp90-expressing yeast, primary screen, antimalarial PfHsp90 inhibitor project, S. cerevisiae, BacTiter-Glo luminescence, single point, set 2; BacTiter-Glo ATP, 48 h; yeast lacking PDR1 and PDR3 efflux regulators; inhibition, % at 9.4 µM; 310,000 compounds, 0.32% hits; AID 504621, 2011;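 active = every replicate shows inhibition above about 80%, whatever the replicate mean, limit read from the data; inconclusive = mean inhibition reaches the set limit but some replicate falls short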;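 also: 0% = DMSO neutral controls and 100% = 20 µM radicicol positive controls; yeast relying on Plasmodium falciparum Hsp90 in place of its own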
phage Ecoli inh: growth loss of phage-infected E. coli, primary screen, RecBCD inhibitor project, absorbance, with phage, HTS; inhibition, % at 11.9 µM; 360,000 compounds, 0.26% hits; AID 651602, 2012; in the data active = inhibition above about 11%
MOR-DOR inv ag: inverse agonists of MOR-DOR heterodimerization, primary screen, cell-based, luminescence | Mu-type opioid receptor (Homo sapiens) + Delta-type opioid receptor (Homo sapiens), … | cell-based MOR-DOR heterodimer luminescence, inverse agonism | inhibition, % at 9.3 µM | 340,000 compounds, 0.21% hits | AID 504357, 2011; in the data active = inhibition above about 22%, passing the limit was not always enough;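 also: 0% = cells with DMSO and 100% = wells without cells with DMSO; values of inactives mirror those of a sister screen read the other way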
Numbers without * were called inactive; ? = inconclusive; . = no result given. Rows were taken by chance; any-hit rate near 2.2%.

SMILES	HTR5A inv ctr	PKA-R1A activ	E coli growth	Mot1-301 SUMO	Tat transport	AddAB inh	MOR-DOR ag	PKA-R2B act	PfHsp90 set2	phage Ecoli inh	MOR-DOR inv ag
CC(C)(C)CC(=O)Nc1ccccc1N1CCN(c2ccccc2)CC1	-63	1	2.9	-20	4	3.8	4.0	1	-25	5.1	-20
CCn1c(SCC(=O)NCC2CCCO2)nc2c(c1=O)SCC2 (stereo not drawn)	7	5	0.1	4	-2	-1.2	-2.0	-3	0	1.2	10
COc1ccc(CC(=O)N(C)Cc2ccc(C(C)(C)C)cc2)cc1S(=O)(=O)N1CCOCC1	-1	5	2.3	3	2	1.5	-0.4	3	-32	1.3	2
Nc1c(S(=O)(=O)c2ccccc2)cnc2c(-c3ccc(F)cc3)cnn12	-12	-1	-1.2	1	-7	-0.6	1.1	-8	-27	-1.3	-6
CCc1cc2c(SCC(=O)c3ccccc3)ncnc2s1	-6	8	-2.2	8	4	1.1	4.8	-2	-9	3.1	-25
Cc1c(C(=O)NCc2ccccc2)oc2ccc(S(=O)(=O)N3CCCC3)cc12	-28	-2	-0.4	-2	3	-2.6	-0.2	0	-13	5.0	1
CC(=O)N1c2ccc(S(=O)(=O)NCc3ccco3)cc2CC1C (stereo not drawn)	2	8	0.6	309	3	-0.9	-1.5	4	21	1.4	8
COc1cc(C(=O)Nc2ccc3c(c2)Cc2ccccc2-3)cc(OC)c1OC	9	2	-2.5	7	-1	1.0	5.9	-11	8	4.5	-38
CC(NC(=O)NC1CCCCC1)C(c1cccs1)N1CCN(C)CC1 (stereo not drawn)	-7	-4	8.3	-4	-13	85*	0.3	7	-12	1.3	-2
Cc1ccc(N(C)C(=O)c2ccc3c(Cl)c4c(nc3c2)CCC4)cc1C	-4	-12	-0.8	-16	5	0.8	3.6	-4	-4	0.8	-21
CC(=O)Nc1c(F)cc(Br)cc1F	-13	3	-1.1	0	-1	2.5	-2.9	-6	-29	-0.4	14
CCN(CC)C(=O)CSc1nc2c(sc(=S)n2Cc2ccco2)c(=O)n1-c1ccccc1	6	1	0.2	29	6	2.7	-1.0	6	5	1.2	5
O=C(NNS(=O)(=O)c1ccccc1)c1cccc(F)c1	19	5	-0.8	13	3	-2.0	-2.1	4	-1	-1.8	10
COC(=O)c1cccc(NC(=S)NCc2ccco2)c1	-4	-2	1.5	12	5	5.0	-4.8	1	21	4.9	23
COCCN(C(=O)CC1CCCC1)c1c(N)n(CC(C)C)c(=O)[nH]c1=O	0	3	0.5	5	-2	2.1	-4.6	-3	4	1.5	18
COCCn1c(SCC(=O)N2CCCCC2)nc2c(c1=O)SCC2	4	2	1.3	-13	-1	1.0	-5.0	-1	6	0.7	27
Cn1nnnc1SCC(=O)NC(C)(C)C	-7	-4	1.8	-7	3	2.2	-2.0	-2	-4	2.5	11
COC(=O)c1ccc(COC(=O)CNC(=O)C2CCCCC2)cc1	-12	-6	0.1	1	14	0.6	-3.0	-8	-8	1.0	15
CC(Sc1nnc(-c2ccccc2F)n1C1CC1)C(N)=O (stereo not drawn)	-15	-4	-0.1	51	-2	3.7	-1.5	-9	0	-1.5	9
C/C(=N\NC(N)=S)c1ccc(Cl)s1	-8	7	2.4	-23	-20	2.2	-2.6	3	-16	1.6	14
COCCN1CCN(Cc2nc(Cc3ccc(OC)c(OC)c3)no2)CC1	0	5	0.8	14	-6	2.0	-2.4	13	.	-2.7	12
O=C(COc1ccc2ccccc2c1)Nc1cccc2cccnc12	6	-1	-0.2	-5	7	1.3	-1.6	-15	.	0.3	9
c1ccc2[nH]c(CSc3ncnc4c3oc3ccccc34)nc2c1	-15	16	0.2	30	-4	1.7	1.2	-7	-29	0.3	-6
S=c1[nH]nc(CCc2ccc(Cl)cc2)o1	-6	-7	0.0	0	-3	-0.7	0.8	-6	-18	4.6	-6
Cn1nc(C(F)(F)F)c2cc(NC(=O)OCC(C)(C)C)sc21	-16	-2	-1.0	26	1	-1.5	5.4	-9	-13	0.8	-31
OCCC1CN(Cc2ccsc2)CCN1C1CCCC1 (stereo not drawn)	-2	5	0.4	1	-10	4.0	0.6	-4	-25	1.4	-3
O=C(NCC(F)(F)F)Nc1ncccn1	11	-9	-0.1	.	11	0.0	0.6	8	-31	1.9	-4
CC(=O)Nc1nnc(CCN2CCCCC2)s1	12	-6	2.6	2	-11	0.0	-2.1	-18	5	2.8	11
COc1ccc(Nc2nc(NCCO)nc(OC)n2)cc1	-11	-9	-1.6	-20	?	-0.2	-0.2	0	7	2.9	1
Cc1csc(N/N=C/c2ccc([N+](=O)[O-])cc2)n1	1	-4	2.4	-9	-7	1.5	1.6	0	-9	1.8	-8
CS(=O)(=O)N(CC(N)=O)Cc1ccc(Cl)cc1	6	3	1.2	-15	-3	-0.5	-4.2	-9	9	0.3	19
CCOC(=O)c1c(C)nc(SC)c(C#N)c1-c1ccccc1	9	-9	-2.6	-13	-1	3.7	2.3	-3	4	0.3	-13
CCOC(=O)c1oc2ccccc2c1CN1CCCCC1	-6	0	-0.8	168	4	0.9	-1.8	0	-4	2.7	9
COc1ccc(/C=N/NC(=O)Nc2cccc3nsnc23)c(OC)c1	-28	-20	2.3	-17	-7	-0.6	-1.0	-4	-27	3.4	5
COC(=O)c1c(C)[nH]c(C(=O)CN2CCOCC2)c1C	-42	-3	-1.5	-8	-5	-2.2	-0.6	-3	29	2.6	3
COc1cc2c(cc1OC)C(c1cc(C)ccc1C)CC(=O)N2 (stereo not drawn)	-4	15	.	-5	2	.	1.5	-11	5	1.1	-7
O=C(CSc1nc(-c2ccc(F)cc2)cs1)NCCN1C(=O)CSC1=O	3	-11	1.0	-5	-5	-1.9	-0.4	-2	.	-1.4	2
CCCCCN1C/C=C\C(c2ccc(OC)cc2)N(Cc2ccc(F)cc2)C(=O)C1 (stereo not drawn)	14	-2	-2.4	-13	6	1.7	6.1	7	-9	2.2	-34
CCOCC(=O)Nc1ccc([N+](=O)[O-])cc1C	-14	-4	1.8	204	6	1.6	-0.2	-8	-5	3.1	1
CCC(=O)NC1=C(Nc2ccc(N)cc2)C(=O)c2ccccc2C1=O	8	1	0.2	226	-1	-0.5	3.3	-2	-7	-0.7	-15

Taken from above:
HTR5A inv ctr, `O=C(CSc1nc(-c2ccc(F)cc2)cs1)NCCN1C(=O)CSC1=O` stands at 3
PKA-R1A activ, `COc1cc2c(cc1OC)C(c1cc(C)ccc1C)CC(=O)N2` (stereo not drawn) stands at 15

(listing goes on)
SMILES	HTR5A inv ctr	PKA-R1A activ	E coli growth	Mot1-301 SUMO	Tat transport	AddAB inh	MOR-DOR ag	PKA-R2B act	PfHsp90 set2	phage Ecoli inh	MOR-DOR inv ag
O=C(COc1cccc2cccnc12)N1CCc2ccccc21	-19	-4	-1.2	561*	5	2.8	0.2	3	-5	4.4	-1
CCC(C)N(C(=O)COC(=O)CSc1ccc(C)c(C)c1)C1CCS(=O)(=O)C1 (stereo not drawn)	3	0	1.1	0	-1	0.7	-3.0	-6	3	2.6	12
Nc1ccc(NC(=O)c2ccco2)c(Cl)c1	8	2	-2.6	439*	2	0.2	-1.5	-10	9	3.3	7
Cc1ccc(CSCC(=O)N(C)CC(=O)Nc2ccccc2Cl)cc1	-5	5	0.8	-22	4	1.4	-0.3	-4	-18	3.0	2
COc1ccc(/C(C)=N/Nc2nc(C)c(C(C)=O)s2)cc1	-7	-8	-1.0	106	1	-1.2	-3.0	0	15	2.9	14
Cc1ccccc1Nc1c(F)c(F)c(F)c(F)c1C(=O)O	-5	-4	1.1	-14	-2	4.3	-2.7	-15	-23	3.2	16
O=C(c1nn(-c2ccccc2)c(=O)c2ccccc12)N1CCN(c2ncccn2)CC1	-10	-7	-1.7	-2	-1	4.0	-1.2	-9	-2	4.1	7
CCN(CC)S(=O)(=O)c1ccc2c(c1)NC(=O)C1CCCN21 (stereo not drawn)	1	-2	-0.2	67	5	-0.9	-1.4	15	9	0.9	8
C=CCNC(=S)Nc1sc2c(c1C(=O)OCC)CC(C)(CC)OC2 (stereo not drawn)	13	-16	-0.5	-14	0	1.2	4.5	-12	-20	3.4	-32
Cc1cc(C)c(NC(=O)Nc2ccccc2C)c(Cl)c1	22	-6	3.2	-11	-5	-1.0	-1.2	-5	24	1.3	6
O=C(NCC1CCN(Cc2ccc(F)cc2)CC1)C1CCCN(c2ncnc3c2nc2n3CCCCC2)C1 (stereo not drawn)	3	-5	0.6	0	-1	2.0	0.2	-3	-9	2.8	-1
CCC1(C)COC2(OC1)C(=O)Nc1ccccc12 (stereo not drawn)	-30	8	1.2	30	20	1.5	-0.9	-5	15	2.7	5
O=C(CCCNC(=O)/C(=C\c1ccccc1F)NC(=O)c1ccccc1)OCc1ccccc1	18	-4	-1.6	-4	5	-0.8	2.3	-6	-32	0.5	-14
COc1ccc(C2c3ccc4ccccc4c3Oc3ncn4nc(Cc5ccccc5)nc4c32)cc1OC (stereo not drawn)	-23	3	1.8	-6	-4	1.1	-1.0	-1	-7	4.8	5
COc1ccccc1NC(=O)CSc1ccc2nnc(-c3ccc(C)cc3)n2n1	-24	-12	-1.5	353	-2	-1.8	-1.5	-4	-16	1.0	9
COc1cccc(NC2=C(Cl)C(=O)OC2OC(=O)c2ccco2)c1 (stereo not drawn)	-5	-3	-4.5	-4	-5	-1.3	-1.2	-3	-16	3.4	6
CCOc1ccccc1NC(=O)COC(=O)CSc1ccc(Cl)cc1	1	-7	2.5	1	0	2.3	1.2	-3	-4	3.4	-6
NC(=O)CC(NC(=O)c1cccc(Br)c1)c1ccc(N2CCC(N3CCCCC3)CC2)c([N+](=O)[O-])c1 (stereo not drawn)	5	-11	-1.2	-15	1	1.9	-2.2	-6	2	2.5	12
COc1ccc(-c2[nH]ncc2-c2cnc(C)s2)c(O)c1	-9	-6	0.4	-4	-2	0.6	-3.2	-6	13	2.0	18
CN(C)CCCn1c(SCC(=O)Nc2nccs2)nnc1-c1ccncc1	0	-6	1.1	192	-6	2.0	-2.5	-9	1	-0.8	13
